# SMARCA2 activ: increases SMARCA2 function in MMTV reporter cells; MG213 cells, MMTV-luciferase reporter, dexamethasone, overnight; activation, % at 9.1 µM; 370,000 compounds, 1% hits; in the data active = activation above about 7.8%;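 note: 0% = vehicle wells and 100% = reference activator wells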
# GAA850 FXN act: frataxin GAA850 promoter activation; HEK293 lucGAA850 FXN promoter luciferase reporter, 24 h; percent of 10 µM SAHA response; activation, % at 6 µM; 360,000 compounds, 0.56% hits; AID 540364;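 active = activation above the average of all compounds screened plus 3 SD, cutoff fixed separately per campaign, cut at about 7.5% in these data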;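 note: 0% = DMSO wells and 100% = 10 µM SAHA wells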
# GC-A act: GC-A (human) enzyme activation. P16066. HEK293 GC-A cells, cGMP TR-FRET, EC30 ANP; 0% at EC30 ANP, 100% saturating ANP. activation, % at 10 µM. 370,000 compounds, 0.14% hits; in the data active = activation above about 40%
# PG9 Ab binder: small molecules binding HIV-1 gp120 antibody PG9; TR-FRET gp120-PG9 antibody binding; inhibition, % at 6.7 µM; AID 624416; 360,000 compounds, 0.43% hits; in the data active = inhibition above about 8.5%
# DAX1 inh-1: DAX1 (NR0B1) inhibition, primary screen. inhibition, % at 6.8 µM. AID 652010. HEK293T StAR-luciferase reporter, SF-1/DAX-1 repression relief. 370,000 compounds, 1.1% hits;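 active = inhibition above the mean over all tested compounds plus 3 SD, cut at about 3.6% in these data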;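 note: 0% = DAX-1 cells with DMSO and 100% = cells lacking DAX-1 with DMSO; higher inhibition means more luminescence from relief of DAX-1 repression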
# ssDAF-12 act: S. stercoralis DAF-12 activation, primary screen | HEK293 ssDAF-12/GRIP1 lit1-tk-luc reporter, luminescence; % of 3 µM dafachronic acid response | activation, % at 6.8 µM | 370,000 compounds, 1% hits | AID 652126;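 active = activation above the mean over all tested compounds plus 3 SD, cut at about 0.9% in these data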;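 note: 0% = DMSO-only wells and 100% = 3 µM delta7-dafachronic acid wells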
# ADAM17 inh: inhibits human ADAM17 | 370,000 compounds, 0.83% hits | recombinant ADAM17, EDANS/DABCYL FRET peptide cleavage | inhibition, % at 6.95 µM | P78536;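 active = inhibition above the mean of compounds lying between control limits plus 3 SD, set per campaign, cut at about 8.5% in these data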;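 note: 0% = DMSO-only wells as the low control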
# Target sequence (P78536 215-824 limits assumed): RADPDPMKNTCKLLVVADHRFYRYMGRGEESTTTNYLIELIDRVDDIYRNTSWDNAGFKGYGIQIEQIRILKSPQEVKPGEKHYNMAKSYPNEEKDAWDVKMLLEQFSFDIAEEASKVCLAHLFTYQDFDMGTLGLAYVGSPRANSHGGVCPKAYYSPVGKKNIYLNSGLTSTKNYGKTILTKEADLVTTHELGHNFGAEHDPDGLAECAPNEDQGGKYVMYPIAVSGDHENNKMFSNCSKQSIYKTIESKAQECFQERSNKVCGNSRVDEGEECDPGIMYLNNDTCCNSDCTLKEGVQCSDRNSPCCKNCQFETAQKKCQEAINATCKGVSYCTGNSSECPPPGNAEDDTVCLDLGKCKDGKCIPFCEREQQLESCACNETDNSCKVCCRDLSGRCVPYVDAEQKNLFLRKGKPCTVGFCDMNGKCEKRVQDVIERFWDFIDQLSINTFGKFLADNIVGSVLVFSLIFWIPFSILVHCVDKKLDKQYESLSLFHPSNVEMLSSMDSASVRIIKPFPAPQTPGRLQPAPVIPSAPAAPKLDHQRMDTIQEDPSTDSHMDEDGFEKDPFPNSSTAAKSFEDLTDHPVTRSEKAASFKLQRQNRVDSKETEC
# hcDAF-12 act: H. contortus DAF-12 activation, primary screen | HEK293 hcDAF-12 lit1-tk-luc reporter, luminescence; 0% DMSO, 100% Δ7-dafachronic acid | activation, % at 6.8 µM | 370,000 compounds, 1.4% hits | AID 652067;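 active = activation above the mean of all tested compounds plus 3 SD, cut at about 5.5% in these data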;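 note: 100% = response to 3 µM Δ7-dafachronic acid high control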
# ADAM10 inh: ADAM10 inhibition, QFRET primary screen | recombinant ADAM10, EDANS/DABCYL FRET peptide cleavage, 3 h | 370,000 compounds, 0.62% hits | O14672 | AID 720582 | inhibition, % at 7 µM;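 active = inhibition above a per-campaign cutoff equal to the mean of compounds falling between control-based bounds plus 3 SD, cut at about 20% in these data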;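 note: 0% = DMSO wells while the 100% control is not disclosed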
# DAX1 inh-2: inhibits human nuclear receptor DAX1; P51843; HEK293 Gal4-DAX1 luciferase reporter, luminescence; inhibition, % at 6.75 µM; 340,000 compounds, 0.99% hits; AID 504766;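 active = inhibition above the mean over all tested compounds plus 3 SD, cut at about 4.2% in these data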;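 note: 0% = DAX1-transfected cells with DMSO and 100% = empty-vector control cells with DMSO; inhibition shows as a rise in luminescence from relieved DAX1 repression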
# Target sequence (P51843 207-470 limits assumed): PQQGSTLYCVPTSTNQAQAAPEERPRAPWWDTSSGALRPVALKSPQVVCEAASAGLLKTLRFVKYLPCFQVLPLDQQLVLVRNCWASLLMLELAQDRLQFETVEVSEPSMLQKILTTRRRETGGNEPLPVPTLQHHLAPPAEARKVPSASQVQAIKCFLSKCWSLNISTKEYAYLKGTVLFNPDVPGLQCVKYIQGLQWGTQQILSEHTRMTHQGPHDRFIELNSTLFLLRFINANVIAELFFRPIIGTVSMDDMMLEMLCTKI
# hgDAF12 agonist: hgDAF-12 agonism, primary luciferase screen; 370,000 compounds, 1.8% hits; activation, % at 6.8 µM; HEK293 GAL4-hgDAF12 UAS-luciferase reporter, agonist luminescence; normalized to butyrate control;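 active = activation above a cutoff set at the mean of all screened compounds plus 3 SD, cut at about 10% in these data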;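 note: 0% = DMSO wells and 100% = sodium butyrate wells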
# * = called active by the depositor; · = not tested or not shown.
SMILES,SMARCA2 activ,GAA850 FXN act,GC-A act,PG9 Ab binder,DAX1 inh-1,ssDAF-12 act,ADAM17 inh,hcDAF-12 act,ADAM10 inh,DAX1 inh-2,hgDAF12 agonist
CS(=O)(=O)c1ccc2nc(NC(=O)c3ccc(=O)[nH]c3)sc2c1,3,1.2,5,-0.7,0.9,-1.0,-11,-0.4,-21,-1.6,0.3
N#Cc1c(N)nc2c(c1-c1ccccc1)CCCC2,-2,0.7,-4,-1.4,-0.2,-1.8,-7,-2.6,-32,0.8,-3.9
CSc1nc(Oc2ccc(C)cc2)cc(C(F)(F)F)n1,0,-0.1,3,0.8,0.8,0.1,0,4.5,1,1.0,2.4
COc1ccccc1Cn1c(C)nc2ccccc21,-2,1.1,-5,-2.4,-0.2,-1.2,-4,0.4,-2,·,0.1
CCOc1ccc2oc(-c3ccccc3)c(C(=O)N(C)C)c2c1,-2,-0.9,1,1.3,-0.2,-2.3,-53,-0.9,-175,-1.0,-2.8
O=C(O)c1nnn(-c2cccc(C(F)(F)F)c2)c1-c1ccccc1,-5,-0.4,1,-1.0,-0.3,-0.9,-2,-0.2,1,0.8,3.3
Cc1ccc(S(=O)(=O)NCCC(=O)O)cc1,-1,3.6,-1,-0.2,0.0,-1.2,0,-0.3,3,0.3,0.0
COc1ccc(C(CNS(=O)(=O)c2ccc(NC(C)=O)c(OC)c2)N2CCCC2)cc1 (centres undefined),-1,-1.6,-4,-2.0,0.3,-0.9,-2,-1.2,-10,0.2,1.4
O=C(C=Cc1ccc(OCc2ccccc2)cc1)c1c(F)cccc1F,10*,·,-1,0.8,-0.3,-0.8,2,1.1,0,·,0.7
COc1ccc(S(=O)(=O)N2CCN(CC(O)CN3CCOCC3)CC2)cc1 (centres undefined),0,2.4,4,1.8,0.4,-0.7,-3,-1.7,-6,0.2,-2.2
O=C(Nc1cccc2ccccc12)OC[C@@H]1CSCCS(=O)(=O)N1,4,·,2,0.4,1.3,0.0,-3,1.6,-1,·,-0.2
COc1ccc(S(=O)(=O)Nc2ccc3c(c2)C(=O)N([C@H](C)CO)C[C@H](C)[C@@H](CN(C)C(=O)Nc2c(C)noc2C)O3)cc1,-1,1.8,3,0.4,-0.1,-1.3,-3,-1.1,5,0.4,-1.6
CN(c1ccccc1C(=O)N1CCOCC1)S(C)(=O)=O,0,-0.3,-2,-0.7,0.1,-1.1,-4,-2.5,3,0.1,-1.5
CCN(C(=O)c1cnc(OC)cc1C(F)(F)F)c1ccc(Cl)cc1Cl,0,-0.6,-4,-1.1,0.6,-1.1,0,0.6,4,-0.9,-0.3
Cc1ccc(SCC(=O)NCCc2ccc(F)cc2)cc1,0,1.2,0,-0.2,0.0,-1.6,-7,0.2,-7,-1.8,-1.4
COc1ccc(C(NC(=O)C2CCN(CCOc3ccc(Cl)cc3Cl)CC2)c2ccccn2)cc1 (centres undefined),-1,-0.5,2,-0.8,0.4,-0.5,-2,-0.3,-1,·,-1.7
COc1ccccc1OCC(=O)N/N=C1/SCC(=O)N1Cc1ccccc1,-2,-1.2,1,-0.9,-0.5,-1.0,-1,-0.2,8,-0.3,1.2
O=CN1CCN(C2CC(=O)N(c3ccc(Br)cc3)C2=O)CC1 (centres undefined),1,-1.0,3,-1.7,0.9,-1.0,-1,-0.1,4,0.1,0.2
COC(=O)c1ccccc1Sc1c(/C=N/OC(=O)c2ccccc2)c(C(F)(F)F)nn1C,-1,-0.6,-1,-0.1,-0.7,-0.9,2,-2.4,-2,-0.6,-1.2
Cc1ccc(S(=O)(=O)Nc2ccc(C(=O)NCCCn3ccnc3)cc2)cc1[N+](=O)[O-],-3,1.5,-4,-1.5,0.0,-0.8,-1,-2.1,-8,1.1,-1.5
O=C(O)C(Cc1ccccc1)N1C(=O)CCC1=O (centres undefined),0,-1.1,3,0.7,-0.2,-0.8,3,-1.5,1,-1.0,1.8
C=CCNc1nc(N)c([N+](=O)[O-])c(NCCO)n1,-1,1.0,12,-1.2,0.4,-1.0,1,-0.5,1,-0.5,0.5
CCc1cccc(NC(=O)COC(=O)c2cc(=O)c3ccccc3o2)c1,-2,0.2,-1,-1.5,1.2,-1.4,0,2.0,-1,-1.3,2.4
O=C(O)Cc1ccc2[nH]c3ccc(CC(=O)O)cc3c2c1,-2,0.9,2,2.1,0.4,-1.5,-4,-1.8,-24,1.1,-1.7
O=C(CN1CCN(Cc2ccccc2Cl)CC1)N/N=C/C=C/c1ccccc1[N+](=O)[O-],0,2.4,-2,1.6,-0.6,-1.7,5,1.9,12,-0.3,-1.8
CCC(C)NC(=O)c1cn(-c2cccc(OC)c2)c(=O)c2ccccc12 (centres undefined),1,1.3,-1,-1.8,-0.2,-0.9,-3,-0.8,-6,3.3,0.7
C#CCN(C)Cc1ccccc1,-1,-1.2,1,-0.2,0.7,-0.9,-5,-0.3,-1,0.2,1.4
Cc1cc(C)c(NS(=O)(=O)c2ccccc2)c(C)n1,3,0.6,-4,-2.0,0.0,-0.1,-2,-1.5,-7,2.4,1.7
COc1ccc(NC(=O)CCCn2c(=O)c3sccc3n(Cc3ccccc3C)c2=O)cc1,-1,-0.1,2,0.2,-0.5,-1.6,-2,-5.2,3,-1.0,-1.2
Cc1ccccc1C(=O)N1CCCN(C(=O)c2ccccc2C)CC1,-5,-1.4,-2,1.1,1.2,-0.7,-2,-1.2,12,-0.4,4.0

# In the list so far, 2 have two or more sulfur atoms:
SMILES,SMARCA2 activ,GAA850 FXN act,GC-A act,PG9 Ab binder,DAX1 inh-1,ssDAF-12 act,ADAM17 inh,hcDAF-12 act,ADAM10 inh,DAX1 inh-2,hgDAF12 agonist
CS(=O)(=O)c1ccc2nc(NC(=O)c3ccc(=O)[nH]c3)sc2c1,3,1.2,5,-0.7,0.9,-1.0,-11,-0.4,-21,-1.6,0.3
O=C(Nc1cccc2ccccc12)OC[C@@H]1CSCCS(=O)(=O)N1,4,·,2,0.4,1.3,0.0,-3,1.6,-1,·,-0.2

# (cont.)
SMILES,SMARCA2 activ,GAA850 FXN act,GC-A act,PG9 Ab binder,DAX1 inh-1,ssDAF-12 act,ADAM17 inh,hcDAF-12 act,ADAM10 inh,DAX1 inh-2,hgDAF12 agonist
CCOC(=O)Cc1csc(NC(=O)COc2ccc3ccccc3c2)n1,-2,3.2,-5,1.9,-0.2,-0.9,2,0.5,6,0.1,-2.2
CCc1ccc(C(C(=O)NC2CCCC2)N(Cc2cccnc2)C(=O)c2csnn2)cc1 (centres undefined),0,1.5,-2,-0.9,0.3,-1.2,-2,1.8,-10,-0.8,-0.7
CCOc1cccc(C2/C(=C(\O)c3ccc4c(c3)OCCO4)C(=O)C(=O)N2Cc2ccncc2)c1 (centres undefined),-2,1.7,4,7.6,-0.1,-0.2,1,-0.5,8,-0.3,1.7
C/C(=N/NC(=O)c1cnccn1)c1cccs1,6,4.2,2,1.2,1.3,0.0,-1,4.3,7,1.7,7.4
Cc1ccc(Cc2nc(-c3ccccn3)no2)cc1,8,2.4,6,-1.8,2.9,0.1,-4,3.3,0,2.0,13*
CC(C)(C)OC(=O)N/N=C/c1ccc(Br)cc1,8.2*,4.3,8,-1.9,4.2*,-0.8,-1,2.9,2,3.7,21*
COc1ccc(/C=C2\Sc3ccc(C(=O)NCCCN4CCCC4)cc3N(C)C2=O)cc1OC,4,2.4,3,-1.7,4.6*,-1.2,4,-0.7,5,0.5,1.6
COc1ccc(-c2cc(=O)oc3c(C)c(OC(C)C(C)=O)ccc23)cc1 (centres undefined),-3,2.2,7,0.2,0.1,-1.7,-6,-2.3,-22,-1.0,-6.0
Cc1cc(N(C)N)nc(NC(=O)NS(=O)(=O)c2ccccc2Cl)n1,4,1.7,2,-2.2,0.2,-0.8,0,-0.6,2,2.5,0.7
CCN(CC(=O)Nc1c(F)cccc1F)C(=O)c1cccc(S(=O)(=O)N2CCCc3ccccc32)c1,-1,0.3,0,-0.7,0.8,-0.9,-1,0.5,-13,-0.4,2.9
C/C=C/c1ccc(OCCCNC(C)CC)c(OC)c1 (centres undefined),-1,1.3,1,-2.2,0.4,-0.7,1,-0.6,-11,-0.1,1.6
CC(C)C[C@@H](CN)NC(=O)c1nc[nH]c1C(=O)N[C@@H](C)C(=O)CNC[C@H](C)NC(=O)c1nc[nH]c1C(=O)N[C@@H](C)C(=O)O,-2,0.2,4,0.6,0.1,-1.1,-4,-0.3,-10,0.9,-1.6
Cc1ccc(COc2ccsc2-c2n[nH]c(=S)n2C)cc1,2,-0.2,-2,-0.8,0.1,-1.9,1,-1.3,11,-1.0,-1.8
Cc1ccccc1NS(=O)(=O)c1ccc(C(=O)NCC(c2ccco2)N(C)C)cc1 (centres undefined),-3,1.6,-3,-2.0,-2.1,-1.6,7,-0.6,-3,-0.3,-1.4
CC(=O)c1sc(NC(=O)COc2ccc(C)c(C)c2)nc1C,-3,1.4,-1,7.6,0.7,-1.4,-5,-0.3,-9,3.3,1.9
CC(=O)N1CCN(c2ccc(N3CCN(C(C)=O)[C@@H](C)C3)c(C)c2)[C@H](C)C1,-5,·,2,-0.3,-4.1,-1.0,-2,-1.2,-6,·,-4.2
Nn1cnnc1SCC(=O)Nc1ccc(C2CCCCC2)cc1,-1,0.4,5,0.0,1.0,-0.7,-3,1.5,0,-0.2,8.7
Cc1ccc(S(=O)(=O)N[C@H](C(=O)OCC(=O)NC(=O)Nc2ccc3c(c2)OCCO3)C(C)C)cc1,-1,-1.7,1,0.9,-1.1,-1.2,-3,-3.0,-1,-1.4,-1.4
CCOc1cc(C2C(C#N)=C(N)Oc3n[nH]c(-c4ccccc4)c32)ccc1O (centres undefined),-3,-1.2,-19,2.5,-1.0,-1.4,-4,-1.7,-8,-1.0,-1.2
Cc1cc2c(C)ccc(C)c2nc1SCC(=O)c1cccs1,-4,3.2,-7,1.2,-0.4,-1.5,-4,1.2,-10,0.2,-1.6
CCOc1ccc(N(CC(=O)N2CCCCCC2)S(=O)(=O)c2ccc(C)cc2)cc1,0,3.9,-6,-2.2,-2.6,-0.9,-1,-0.1,0,1.8,1.1
N#CC1(NC(=O)CSc2nnc(C3CC3)n2N)CCCCC1,1,-2.4,3,1.9,-0.5,-1.2,-1,3.0,-14,0.5,0.3
CSCC[C@H](NC(=O)OCc1ccccc1)C(=O)O,0,-0.6,2,-1.0,-0.5,-1.7,-3,-0.3,-2,-0.1,-1.0
CCOc1ccc(C(=O)N/N=C/c2ccc(SC)cc2)cc1,-2,1.3,5,-0.6,0.4,-1.4,-3,-1.9,-17,0.1,3.2
CSCCC1NC(=O)N(CC(=O)Nc2cc(C)on2)C1=O (centres undefined),-3,0.5,0,-1.5,1.1,-0.9,-1,-1.1,-4,1.3,1.1
COCCCn1cnnc1SCc1nc2sc(C(C)=O)c(C)c2c(=O)[nH]1,1,0.9,-3,-1.6,0.1,-1.3,-29,0.9,-66,1.8,-0.9
COCCC(=O)N1CCC(Oc2ccc(C(=O)N(C)C(C)c3ccon3)cc2)CC1 (centres undefined),-1,0.3,2,-1.7,-0.2,0.1,-2,-1.8,5,-0.2,-1.2
COCCn1nnnc1C(C(C)C)N1CCOCC1 (centres undefined),1,0.6,4,-1.5,0.3,-0.8,-2,-1.0,0,-0.2,0.8
